# GLP1R inv ag – qHTS of GLP-1 Receptor Inverse Agonists (Inhibition Mode); Glucagon-like peptide 1 receptor (Homo sapiens), P43220; HEK293 GLP-1R CRE-luciferase, luminescence, 24 h; GLP-1R form is constitutively active; AID 624417, 2012; hit rate 1.6% among 410,000; Potency, µM (titrated, usually from 38.3 µM), for the others: at the top dose activity change, negative = inhibition, most hits filed as inhibitors; further: potency means the concentration at half of the fitted maximal effect; on the % scale 0 is the no-effect control and ±100 the full control effect; nearly all actives have a fitted effect of over 55% in size
# Target sequence (P43220 whole entry, looked up): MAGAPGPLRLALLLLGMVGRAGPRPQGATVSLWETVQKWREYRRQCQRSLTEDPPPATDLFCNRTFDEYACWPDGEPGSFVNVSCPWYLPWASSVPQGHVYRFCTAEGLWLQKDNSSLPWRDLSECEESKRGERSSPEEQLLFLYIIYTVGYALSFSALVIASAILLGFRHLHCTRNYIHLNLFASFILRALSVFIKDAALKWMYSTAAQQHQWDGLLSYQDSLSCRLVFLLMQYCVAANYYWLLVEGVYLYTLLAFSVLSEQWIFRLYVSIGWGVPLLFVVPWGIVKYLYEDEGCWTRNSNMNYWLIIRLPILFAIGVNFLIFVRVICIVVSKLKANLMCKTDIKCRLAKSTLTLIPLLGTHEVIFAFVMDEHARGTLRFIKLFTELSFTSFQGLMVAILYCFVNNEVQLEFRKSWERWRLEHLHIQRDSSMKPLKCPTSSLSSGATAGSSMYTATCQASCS
#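 Seeding at 200 cells/uL, 12 h culture, 24 hr compound treatment, then luciferase reagent and a luminescence read; cells are HEK293 stably expressing a constitutively active GLP-1R plus cAMP-responsive luciferase.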
# aSyn yeast inh – qHTS of alpha-syn Inhibitors | AID 652106, 2013 | hit rate 0.14% among 370,000 | Potency, µM (titrated, usually from 46.1 µM), inactives show top-dose growth rescue (activation), actives largely listed as activators | Yeast expressing alpha-synuclein, growth rescue, BacTiter-Glo, 24 h; further: potency means the concentration at half of the fitted maximal effect; % of control where 0% means no effect; nearly all actives have a fitted effect of over 65% in size
#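 Rescue of yeast growth: cells expressing toxic alpha-synuclein, induced in galactose at OD600 0.02, incubated with compound 24 h at 30 C. ATP luminescence quantified growth; inhibitors of toxicity appear as activators.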
# FUS yeast rescue – qHTS for Suppressors of FUS Proteinopathy: Primary screen using FUS-linked yeast assay | hit rate 0.24% among 390,000 | S. cerevisiae FUS-expressing, growth rescue, OD600, 24 h | Potency, µM (doses to about 76.6 µM), inactives show top-dose growth rescue (activation), actives largely listed as activators;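 further: potency means the concentration at half of the fitted maximal effect; plate controls were DMSO vehicle for no effect and reference control for full effect; nearly all actives have a fitted effect of over 55% in size; some results filed as inactive show a strong effect at the top dose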
#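 Compound concentration series was pinned onto galactose-induced FUS-expressing yeast seeded at OD 0.005. Plates sat 24hr at 30C; absorbance at 600 nm gave growth. DMSO served as background control.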
# Akt phos inh – HTS Assay for Inhibitors of Akt Phophorylation: Primary Screen; activity change, % for hits at 50 µM; hit rate 0.32% among 360,000; Neuro2A IGF-stimulated pAkt S473 HTRF, 20 min; hits give low values; AID 651550, 2012; in the data active means activity change below about -80%; inconclusive means mostly about -51% to -80%; further: on the % scale 0 is the no-effect control and ±100 the full control effect
#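 Neuro2A cells (4,500/well, DMEM with 0.5% FBS) were treated with compound at a single 50 µM final concentration, stimulated with 6 nM IGF for 20 min at 37 °C, and lysed. Phospho-Akt Ser473 was read by HTRF as 665/615 ratio ×10^4.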
# HEK293 tox – qHTS of GLP-1 Receptor Inverse Agonists: Cytotox Screen; HEK293 cAMP-luciferase reporter cells, luminescence, 24 h; Potency, µM (doses to about 38.3 µM), without a hit: at the top dose activity change, negative = inhibition, actives largely listed as inhibitors; hit rate 0.13% among 410,000; AID 624418, 2012;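 further: loss of luciferase light is scored as toxicity; potency means the concentration at half of the fitted maximal effect; on the % scale 0 is the no-effect control and ±100 the full control effect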
#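 Luminescence readout: signal drop marks cytotoxicity. Plated cells grew 12 h at 37 °C, 5% CO2, received 23 nL compound for 24 h, then got luciferase reagent, read after 12 min at RT.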
# TDP-43 yeast inh – qHTS of TDP-43 Inhibitors; TDP-43 expressing yeast growth rescue, BacTiter-Glo, 24 h; Potency, µM (series often up to 46.1 µM), without a hit: top-dose growth rescue (activation), actives largely listed as activators; hit rate 1.8% among 410,000; further: potency means the concentration at half of the fitted maximal effect; % of control where 0% means no effect; nearly all actives have a fitted effect of over 50% in size
#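 Growth rescue of TDP-43-toxic yeast measured as ATP luminescence (BacTiter-Glo). Cells grown to mid-log in raffinose, induced in galactose at OD600=0.02, exposed to compound 24 hr at 30 deg C.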
# Mm-Cpn inhibitor – Inhibitors of TCP-1 ring complex (TRiC) of Methanococcus maripaludis (MmCpn): qHTS; Chaperonin Mm-Cpn (Methanococcus maripaludis); purified Mm-Cpn ATPase, ADP Transcreener TR-FRET; Potency, µM (doses to about 76.9 µM), without a hit: at the highest dose activity, negative = inhibition, actives largely listed as inhibitors; hit rate 0.031% among 330,000; AID 504842, 2011; further: potency means the concentration at half of the fitted maximal effect; on the % scale 0 is the no-effect control and ±100 the full control effect; nearly all actives have a fitted effect of over 80% in size
#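 Inhibition of chaperonin ATP hydrolysis is measured as reduced ADP production, detected by competitive TR-FRET in which signal falls with ADP. Final enzyme 25 nM and ATP 10 uM, reacted 30 min at 37°C.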
# PTHR1 ag – qHTS for PTHR1 Agonists: Primary Screen; Parathyroid hormone/parathyroid hormone-related peptide receptor (Homo sapiens), Q03431; HEK293 GP2 PTHR1 cells, GloSensor cAMP luminescence, 1 h; Potency, µM (highest dose often 115 µM), without a hit: top-dose activation, hits mostly activators; hit rate 0.075% among 410,000; further: potency means the concentration at half of the fitted maximal effect; nearly all actives have a fitted effect of over 55% in size; some results filed as inactive show a strong effect at the top dose; inactives centre near -15; many of its hits are not listed in these tables
# Target sequence (Q03431 whole entry, looked up): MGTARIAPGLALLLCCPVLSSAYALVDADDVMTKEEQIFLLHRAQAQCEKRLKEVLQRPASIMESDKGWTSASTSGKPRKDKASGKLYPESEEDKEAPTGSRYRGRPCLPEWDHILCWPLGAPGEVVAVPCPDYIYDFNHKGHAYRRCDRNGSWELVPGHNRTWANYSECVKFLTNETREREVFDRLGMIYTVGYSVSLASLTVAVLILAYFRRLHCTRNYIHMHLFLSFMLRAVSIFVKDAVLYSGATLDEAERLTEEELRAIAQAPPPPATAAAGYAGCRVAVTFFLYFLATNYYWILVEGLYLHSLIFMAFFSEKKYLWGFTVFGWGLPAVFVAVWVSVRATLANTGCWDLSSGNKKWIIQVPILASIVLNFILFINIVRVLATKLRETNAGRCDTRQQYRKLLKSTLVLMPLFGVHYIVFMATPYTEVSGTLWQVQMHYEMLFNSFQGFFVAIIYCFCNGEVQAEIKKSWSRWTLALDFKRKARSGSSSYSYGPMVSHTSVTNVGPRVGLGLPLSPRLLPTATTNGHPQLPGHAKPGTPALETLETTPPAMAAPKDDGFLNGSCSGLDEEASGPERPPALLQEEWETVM
#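 HEK-293-derived GP2 cells expressing PTHR1 and a GloSensor cAMP reporter, 3,000/well, plated overnight, given luciferin plus IBMX (each 0.5 mM as added) for 1 h at 37 °C, then compound for 1 h at 37 °C. Luminescence was read after 15 min at room temperature.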
# Abeta rescue – qHTS for compounds that reverse cellular toxicity of Amyloid beta (A-beta) peptide in yeast: Primary Screen; yeast expressing A-beta42, growth rescue, OD600, 48 h; response scale: 0% DMSO, 100% iron-clioquinol control; Potency, µM (doses to about 46.1 µM), without a hit: top-dose growth rescue, most hits filed as activators; hit rate 0.063% among 410,000; AID 1347071, 2019; further: potency means the concentration at half of the fitted maximal effect; nearly all actives have a fitted effect of over 55% in size
#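 Yeast growth medium received pinned compounds, then yeast cells expressing toxic A-beta were added; plates incubated at 30 C for 48 hr. Growth read as absorbance at 600 nm, normalized to DMSO and equimolar FeCl3 plus clioquinol controls.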
# * hit, by the source's call; i = inactive; ? = inconclusive; / = no result given; [ ] = remark or other dose. Unless noted, the call rests on the fitted dose curve; in most records, active means well fitted curve in the direction sought with a large enough effect; inconclusive means small, poorly fitted or top-dose-only effect, or another doubt; inactive means no such curve, though single readings can be large; an effect the other way counts as inactive or inconclusive.
# A first look, 3 compounds:
no.	Molecule	GLP1R inv ag	aSyn yeast inh	FUS yeast rescue	Akt phos inh	HEK293 tox
1	CCN(Cc1ccccc1)S(=O)(=O)c1ccc2c(c1)NC(=O)CS2	?	1%	8%	/	0%
2	CC(=O)c1cn(CC(=O)Nc2ccc(C)c(C)c2)c2ccccc12	20%	0%	-40%	i	-10%
3	Cc1ccc(NC(=O)CN2C(=O)c3ccccc3Sc3ccc(C(=O)N4CCCC4)cc32)cc1	-27%	/	44%	/	-15%

no.	TDP-43 yeast inh	Mm-Cpn inhibitor	PTHR1 ag	Abeta rescue
1	18%	-2%	-28%	?
2	-5%	4%	i	-1%
3	21%	/	i	7%

# This part in full (from the top)
no.	Molecule	GLP1R inv ag	aSyn yeast inh	FUS yeast rescue	Akt phos inh	HEK293 tox
1	CCN(Cc1ccccc1)S(=O)(=O)c1ccc2c(c1)NC(=O)CS2	?	1%	8%	/	0%
2	CC(=O)c1cn(CC(=O)Nc2ccc(C)c(C)c2)c2ccccc12	20%	0%	-40%	i	-10%
3	Cc1ccc(NC(=O)CN2C(=O)c3ccccc3Sc3ccc(C(=O)N4CCCC4)cc32)cc1	-27%	/	44%	/	-15%
4	COc1ccc2ccc(OCC(=O)N3c4ccccc4NC(=O)CC3C)cc2c1 (stereo not given)	11%	3%[1.84 µM]	15%	i	2%
5	Cn1nnc(NC(=S)NC(=O)/C=C/c2ccco2)n1	13%	1%	22%	i	-37%
6	CCNS(=O)(=O)c1ccc(NC(=O)c2c(-c3ccccc3)noc2C)cc1	6%	-7%	9%	i	10%
7	Cc1n[nH]c(=O)n1-c1ccc(C(C)(C)C)cc1	?	10%	-11%	i	-8%
8	CCc1ccc(NC(=O)c2cc3c(COC(C)=O)cnc(C)c3oc2=O)cc1	9%	/	-21%	/	8%
9	C#CCN(C[C@H]1[C@H](OC(=O)NCc2ccc(OC)c(OC)c2)[C@H](OC(=O)NCc2ccc(OC)c(OC)c2)C[C@H]2C(=O)N(c3ccccc3)C(=O)[C@@H]12)S(=O)(=O)c1ccc(C)cc1	31%[activator]	2%	?	i	1%
10	O=C(c1cc(-c2ccccc2)nc2ccccc12)N1CCN(c2ccccc2O)CC1	?	-12%	?	i	-24%
11	Cn1c(=O)oc2cc(S(=O)(=O)N3CCC(C(=O)NCc4cccs4)CC3)ccc21	-2%	1%	-17%	i	3%
12	Cn1c(SCc2nc3ccccc3[nH]2)nnc1-c1ccccn1	4%	-1%	19%	i	-11%
13	COc1ccccc1C#CC1=CC(=O)CC(C)(C)C1	?	7%	6%	i	-8%
14	Cc1ccc(NC(=O)N2CCCCC2)cc1NC(=O)N1CCCCC1	-3%	5%	1%	i	-4%
15	S=C(NCc1ccccc1Cl)Nc1ccccc1Cl	?	-7%	-30%	i	-2%

no.	TDP-43 yeast inh	Mm-Cpn inhibitor	PTHR1 ag	Abeta rescue
1	18%	-2%	-28%	?
2	-5%	4%	i	-1%
3	21%	/	i	7%
4	1%	-1%	-59%[inhibitor]	-9%
5	-31%[inhibitor]	-1%	i	-4%
6	-15%	-3%	i	-9%
7	21%	0%	-61%	-3%
8	-2%	/	26%	-21%
9	-14%	/	2%	-13%
10	?	0%	-16%	-14%
11	1%	-3%	-54%[inhibitor]	5%
12	17%	/	i	-6%
13	2%	/	-6%	-15%
14	1%	1%	-20%	12%
15	19%	?	-7%	?

# Continued:
no.	Molecule	GLP1R inv ag	aSyn yeast inh	FUS yeast rescue	Akt phos inh	HEK293 tox
16	O=C(CSc1ncnc2scc(-c3ccc(F)cc3)c12)c1ccc2c(c1)OCCO2	?	0%	?	i	3%
17	CNC(=O)C[C@H]1C(=O)N(CCc2ccccc2)C[C@@H]1CSC	2%	0%	-34%	i	1%
18	COC(=O)[C@@H](NC(=O)NC1CCN(Cc2ccccc2)CC1)C(C)C	6%	-26%	14%	i	-2%
19	O=C(O)CC(NC(=O)CCc1ccccc1)c1ccc(Cl)cc1 (stereo not given)	-4%	1%	-25%	i	3%
20	CC(C)c1ccc(OCC(=O)Nc2cccc(C(=O)Nc3ccccc3C(=O)O)c2)cc1	-15%	4%	-18%	i	-16%
21	CCc1nc2nc(C)cc(Nc3cc(Cl)ccc3C)n2n1	7%	/	-1%	/	8%
22	CN(C(=O)CSc1nnc(-c2cccnc2)n1-c1ccccc1F)C1CCS(=O)(=O)C1 (stereo not given)	-9%	1%	12%	i	21%
23	Clc1nc(Cl)nc(NCCC2=CCCCC2)n1	23%	3%	21%	i	1%
24	Cc1nn(-c2ccccc2)c2sc(C(=O)OCC(=O)N3CCCCC3)cc12	-7%	-5%	/	i	1%
25	COc1ccccc1C(=O)NNC1=C(C(=O)C(F)(F)F)CCC1	?	3.5µM*	41%	i	-12%
26	O=C(c1c(F)cccc1F)N1CCN(c2ncccn2)CC1	-9%	6%	23%	i	0%
27	CCn1c(SCC(=O)N2CCC(C)CC2)nnc1-c1ccco1	13%	1%	13%	i	2%
28	Cc1ccc(NC(=O)C2C(=O)N(CCO)C3(C)CC2c2ccccc2O3)cc1 (stereo not given)	-11%	-1%	8%	i	3%
29	CCOc1ccc(C2c3c(oc4cc(C)c(C)cc4c3=O)C(=O)N2CCCN(C)C)cc1OC (stereo not given)	3%	-1%	27%	i	-27%
30	CCOC(=O)CCCNC(=O)COC(=O)c1ccc(O)cc1	1%	1%	19%	i	-8%

no.	TDP-43 yeast inh	Mm-Cpn inhibitor	PTHR1 ag	Abeta rescue
16	-7%	-1%	-8%	13%
17	20%	/	i	3%
18	-23%	2%	7%[57.5 µM]	-6%
19	-11%	1%	-28%	-3%
20	-26%	3%	-31%[inhibitor]	2%
21	?	/	i	-9%
22	15%	1%	i	-5%
23	10µM*	1%	-16%	11%
24	-6%	-1%	i	-7%
25	-10%	1%	i	?
26	22%	-4%	-17%[57.5 µM]	16%
27	-9%	0%	i	-13%
28	-7%	-1%	-25%[57.5 µM]	-5%
29	-4%	-8%	-18%	3%
30	-24%	3%	-4%	-14%

# Following part:
no.	Molecule	GLP1R inv ag	aSyn yeast inh	FUS yeast rescue	Akt phos inh	HEK293 tox
31	COc1ccccc1C(=O)NNC(=O)c1cccc(F)c1	8.9µM*	-14%	7%	i	1%
32	Cc1ccc(-n2cnc3cc(C(=O)NCCC4=CCCCC4)ccc32)cc1Cl	13%	/	16%	/	0%
33	CCN(CCS(=O)(=O)c1ccc(Cl)cc1)C(=O)Nc1ccccc1	-2%	-9%	12%	i	-3%
34	COc1ccccc1NC(=O)C1=C(C)NC(=O)NC1c1cccs1 (stereo not given)	10%	16%	0%	i	-5%
35	COC(=O)c1ccc(NS(=O)(=O)c2cc3c4c(c2)C(C)C(=O)N4CCC3)cc1 (stereo not given)	18%	3%	29%	i	-1%
36	Cc1ccc2sc(N(CCCN(C)C)C(=O)c3ccc(S(=O)(=O)N4CCc5ccccc5C4)cc3)nc2c1C	?	-31%[inhibitor]	?	i	-1%
37	Nc1c(C(=O)NCc2ccco2)c2nc3ccccc3nc2n1CCc1ccccc1F	0%	10%	33%	i	219%[activator]
38	COCCOC(=O)C1=C(C)NC(=O)NC1C1CC=CCC1 (stereo not given)	-3%	10%	1%	i	36%
39	COC(=O)[C@@H]1C[C@H]1[C@@H](NC(=O)c1ccccc1)c1ccccc1	13%	1%	-4%	i	1%
40	O=C(CC(=O)c1ccccc1)Nc1cc(C(F)(F)F)ccc1Cl	?	-5%	/	i	-10%
41	CCN1CCN(C(=O)/C=C/c2ccc(F)cc2)CC1	10%	-8%	-18%	i	-2%
42	CC(=O)c1cccc(N=C2NC(=O)CS2)c1	2%	2%	-20%	i	-2%
43	CCN(CC)CCN(CC(=O)Nc1c(C)cc(C)cc1C)C(=O)c1ccccc1	-1%	0%	-15%	i	29%
44	CCN1CCN(C(=O)c2ccccc2N(C)S(=O)(=O)c2ccc(C)cc2)CC1	0%	-5%	25%	i	-11%
45	Cc1c(C(=O)O)sc(S(=O)(=O)N2CCN(C(=O)CC(C)c3ccccc3)CC2)c1C(=O)O (stereo not given)	0%	-6%	/	i	-12%
46	COc1ccc(OC)c(NC(=O)c2ccc3c(Cl)c4c(nc3c2)CCCC4)c1	12%	/	-16%	/	6%

no.	TDP-43 yeast inh	Mm-Cpn inhibitor	PTHR1 ag	Abeta rescue
31	11%	0%	-38%[inhibitor]	-10%
32	8%	/	i	-21%
33	-13%	-1%	i	-1%
34	-2%	1%	23%	-13%
35	-5%	2%	-7%	6%
36	-8%	-4%	-32%[inhibitor]	13%
37	4%	-2%	i	13%
38	-11%	0%	-1%[57.5 µM]	8%
39	18%	-12%	-44%[inhibitor]	6%
40	?	-1%	-42%[inhibitor]	1%
41	1%	/	i	-18%
42	14%	1%	i	18%[9.22 µM]
43	0%	1%	?	3%
44	25%	2%	i	15%
45	20%	/	i	6%
46	?	/	-17%	-10%

# Screens as filed in PubChem BioAssay.

# A portion of the library (hit frequency here may not be typical).
